TRAIL sens C8 – sensitizes caspase-8 expressing cells to TRAIL. NB7+C8 cells + TRAIL, ATPlite viability luminescence. inhibition (viability loss, TRAIL sensitization), % at 10 µM. 1% of 360,000 active;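 active means compounds causing at least 50% loss of cell viability in the single-dose screen, relative to plate controls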
NCOA2 inhibitor – human SRC2 (NCOA2) inhibition | Q15596 | HEK293 GAL4-SRC2 luciferase reporter, luminescence | inhibition, % at 9 µM | 0.17% of 370,000 active;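 active means inhibition above the mean inhibition of all tested compounds plus 3 SD, set per campaign, cut at about 52% in these data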;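 further: 0% = DMSO treated cells and 100% = cells given Gossypol at 36 µM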
CF NFkB inh – cystic fibrosis NF-kB activation inhibition; KKLEB NF-kB-GFP reporter, PAF-induced, GFP fluorescence overnight; inhibition, % at 5 µM; 0.86% of 360,000 active;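 active means at least 50% inhibition at 5 µM, scaled per plate between neutral and stimulator controls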;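 further: PAF is a Pseudomonas aeruginosa culture filtrate used as stimulus; plate controls were PAF-stimulated DMSO wells for no effect and unstimulated DMSO wells for full effect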
TWEAK Fn14 block – blocks TWEAK-Fn14 interaction in a reporter cell assay. 2% of 360,000 active. inhibition, % at 10 µM. AID 1159606. TWEAK-stimulated Fn14 reporter cells, luciferase luminescence, 8 h; in the data active means inhibition above about 50%
SRC3 inh – inhibitors of human steroid receptor coactivator 3 (SRC3); Q9Y6Q9; HEK293 GAL4-SRC3 luciferase reporter, luminescence; inhibition, % at 3.6 µM; 0.17% of 360,000 active; AID 588352;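 active means inhibition above a per-campaign cutoff, the mean of all compounds plus 3 SD, cut at about 60% in these data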;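 further: 0% = DMSO-treated cells and 100% = gossypol-treated cells at 36 µM; higher means less SRC3-driven luciferase light from the GAL4 reporter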
TROY signal inh – blocks TROY-dependent signaling in reporter cells | Q293 LMP1-TROYcd NF-kB luciferase reporter, 4 h | inhibition, % at 10 µM | 0.98% of 360,000 active;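 active means compounds whose plate-normalised and pattern-corrected inhibition of the luciferase reporter signal at the single screening dose is 50% or more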
COUP-TFII inh – NR2F2 (human) inhibition, primary screen; P24468; HEK293T NGFI-A luciferase reporter, luminescence; inhibition, % at 8.6 µM; 0.7% of 370,000 active; AID 686940;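 active means inhibition above a per-plate cutoff, mean inhibition of test wells between control levels plus 3 SD, cut at about 38% in these data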;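 further: cells cotransfected with COUP-TFII expression vector driving the NGFI-A reporter; 0% = median of COUP-TF2 test wells and 100% = reporter-only cells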
NR5A2 inv ag – inverse agonists of human LRH-1 (NR5A2); O00482; HEK293T StAR-luciferase reporter, LRH-1 transfected, 24 h; inhibition, % at 3.6 µM; 0.13% of 360,000 active; AID 602396;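 active means inhibition above the mean inhibition of all tested compounds plus 3 SD, cut at about 73% in these data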;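 further: 0% = DMSO wells and 100% = reporter-only cells lacking LRH-1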
EBV LMP1 NFkB – inhibitors of Epstein-Barr LMP1-induced NF-kappaB reporter | LMP1-induced NF-kappaB luciferase reporter cells, luminescence | inhibition, % at 12.5 µM | 0.69% of 350,000 active | AID 504558; in the data active means inhibition above about 41%;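 further: 0% = neutral control wells and 100% = reference inhibitor control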
KKLEB tox – reduces viability of KKLEB cystic fibrosis airway cells | KKLEB CF airway cells viability, ATPlite luminescence, overnight; stronger effect = lower value; cells stimulated with P. aeruginosa culture filtrate | activity change (cytotoxicity), % at 5 µM | 0.36% of 360,000 active;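 active means corrected activity change at or below -50% at 5 µM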
NCOA1 inh – inhibits human SRC1 coactivator. Q15788. HEK293 GAL4-SRC1 luciferase reporter, luminescence. inhibition, % at 3.6 µM. 0.12% of 360,000 active. AID 588354;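 active means inhibition above the campaign mean plus 3 SD, with each screening campaign given its own cutoff, cut at about 60% in these data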;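 further: 0% = DMSO treated cells and 100% = gossypol at 36 µM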
Target sequence (Q15788 whole entry, looked up, the tested form may be a part): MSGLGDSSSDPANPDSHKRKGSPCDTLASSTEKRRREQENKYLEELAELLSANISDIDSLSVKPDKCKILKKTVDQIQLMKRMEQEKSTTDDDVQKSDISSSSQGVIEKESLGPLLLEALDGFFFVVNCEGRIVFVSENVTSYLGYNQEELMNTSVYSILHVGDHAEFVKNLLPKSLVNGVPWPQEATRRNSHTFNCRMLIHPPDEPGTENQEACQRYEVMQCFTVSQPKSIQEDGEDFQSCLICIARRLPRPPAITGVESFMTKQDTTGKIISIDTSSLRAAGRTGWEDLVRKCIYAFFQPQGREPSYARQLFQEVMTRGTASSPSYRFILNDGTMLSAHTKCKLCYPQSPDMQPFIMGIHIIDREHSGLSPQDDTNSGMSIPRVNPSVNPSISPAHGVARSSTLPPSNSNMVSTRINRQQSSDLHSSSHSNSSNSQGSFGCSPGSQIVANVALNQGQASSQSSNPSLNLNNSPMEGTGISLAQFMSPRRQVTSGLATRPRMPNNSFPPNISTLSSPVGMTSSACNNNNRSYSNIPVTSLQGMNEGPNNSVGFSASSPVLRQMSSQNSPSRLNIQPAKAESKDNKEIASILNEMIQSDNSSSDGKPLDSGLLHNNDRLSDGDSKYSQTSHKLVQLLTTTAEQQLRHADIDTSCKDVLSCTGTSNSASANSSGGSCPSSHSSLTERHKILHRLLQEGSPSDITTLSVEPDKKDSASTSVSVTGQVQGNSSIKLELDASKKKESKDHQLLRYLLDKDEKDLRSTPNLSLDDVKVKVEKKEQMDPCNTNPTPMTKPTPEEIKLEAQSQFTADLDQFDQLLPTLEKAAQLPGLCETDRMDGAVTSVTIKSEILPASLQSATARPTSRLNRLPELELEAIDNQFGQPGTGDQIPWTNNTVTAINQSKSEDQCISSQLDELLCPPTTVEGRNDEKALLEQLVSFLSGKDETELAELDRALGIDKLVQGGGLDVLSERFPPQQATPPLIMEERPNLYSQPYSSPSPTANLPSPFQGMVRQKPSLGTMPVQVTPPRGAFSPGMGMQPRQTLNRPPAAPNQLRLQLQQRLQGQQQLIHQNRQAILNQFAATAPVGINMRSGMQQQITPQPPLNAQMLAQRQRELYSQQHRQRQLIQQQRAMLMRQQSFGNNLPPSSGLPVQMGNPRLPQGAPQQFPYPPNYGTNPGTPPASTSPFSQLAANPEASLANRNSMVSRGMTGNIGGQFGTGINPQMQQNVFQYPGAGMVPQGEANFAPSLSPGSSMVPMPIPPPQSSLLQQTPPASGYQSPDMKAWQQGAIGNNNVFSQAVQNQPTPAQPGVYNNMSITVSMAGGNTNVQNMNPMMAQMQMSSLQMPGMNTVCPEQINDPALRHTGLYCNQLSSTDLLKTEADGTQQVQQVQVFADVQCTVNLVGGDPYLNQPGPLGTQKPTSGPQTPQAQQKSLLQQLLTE
Starred values were filed as active, the others as inactive; · = no result given.

Values run as follows: TRAIL sens C8	NCOA2 inhibitor	CF NFkB inh	TWEAK Fn14 block	SRC3 inh	TROY signal inh	COUP-TFII inh	NR5A2 inv ag	EBV LMP1 NFkB	KKLEB tox	NCOA1 inh
CC(=O)Nc1ccc(S(=O)(=O)Nc2nc(CN3CCOCC3)nc3sc4c(c23)CCCC4)cc1
 : -3	-19	-1	-13	4	-3	1	-22	2	6	7
O=C(NNc1c2ccccc2nc2ccccc12)C12CC3CC(CC(C3)C1)C2
 : -14	-6	2	-20	13	4	2	-7	4	2	0
C=CCC[C@@H](Cc1ccc(F)cc1)C(=O)OC[C@H](C)NC(=O)[C@@H](CC=C)CC(=O)N[C@@H](CO)Cc1ccccc1
 : -8	-4	9	6	13	-13	-10	6	-9	7	-6
CC1=NNC(=O)c2ccccc2O1
 : 27	1	-3	14	13	14	6	-7	6	1	10
O=C(CCn1c(=O)oc2ccc(Cl)cc21)N1CCN(c2ccccc2)CC1
 : -10	-15	16	-7	12	-8	-12	3	5	0	10
c1ccc(-c2nn[nH]n2)cc1
 : 2	1	-6	-8	14	-33	12	5	-1	2	-24
CCOC(=O)c1c(C)[nH]c(C(=O)N/N=C\c2ccccc2Cl)c1C
 : 2	-19	18	26	-10	-7	4	11	16	-17	-1
CC(C(=O)NCc1ccco1)n1ccc2cc(S(=O)(=O)N3CCCCC3)ccc21 (stereo unspecified)
 : -18	3	36	24	28	-11	-1	17	13	-17	-4
CSCCC(NC(=O)c1ccc(Cl)cc1Cl)C(=O)NCC(c1cccs1)N(C)C (stereo unspecified)
 : 3	-9	10	2	6	7	22	7	9	-5	3
Oc1ccc(Cl)cc1C1=NNC(c2cccs2)C1 (stereo unspecified)
 : 15	-27	-10	-3	-39	-51	-6	-32	-2	24	-32
Cc1ccc(Nc2cc(C)nc3nc(C)nn23)cc1
 : -5	3	-10	-6	10	-1	0	-6	3	10	-1
Cc1ccc(C(=O)Cc2cc3ccccc3oc2=O)c(C)c1
 : 27	-60	-9	-11	-81	-39	-52	-168	-29	-1	-76
Cc1ccc(C(C(=O)NCC2CCCO2)N(C(=O)c2snc(C(N)=O)c2N)c2ccc(C)c(C)c2)o1 (stereo unspecified)
 : -23	-18	-33	15	-22	-39	1	-26	-9	3	-37
CC(C)C(=O)N1CCN(c2ccc(NC(=S)NC(=O)c3cc4ccccc4o3)cc2)CC1
 : 41	-15	20	-19	27	46	-12	10	18	-22	-9
COCCCN(CCCN)Cc1ccco1
 : -8	-5	-5	15	5	16	-10	1	2	9	-8
O=C(NCc1cccc(CNC(=O)Nc2cccc(O)c2)c1)Nc1cccc(O)c1
 : 14	-24	3	-6	4	7	15	-9	3	1	-5
O=C(C[C@H]1C[C@H](C(=O)N2CCCCC2)[C@@]2(CCc3ccccc3)c3[nH]c4ccc(Cl)cc4c3CCN2C1=O)NCCc1ccccn1
 : 18	·	35	69*	-5	63*	·	-2	20	2	-4
Cn1ccc(C(=O)NC(=S)N2CCSCC2)n1
 : -8	-23	-18	-11	0	-39	18	5	0	2	3
Cc1ccn2c(=O)nc(SCC(=O)N3CCCc4ccccc43)nc2c1
 : -11	-19	16	2	-3	15	-10	-9	2	-4	-20
O=C1NC[C@H](CCCCN2C[C@H](Cc3ccccc3)N(CCC3CCCCC3)C(=O)C2=O)N(CC2CCCCC2)C1=O
 : 29	2	·	-13	·	20	2	-11	·	·	·
CC1(NC(=O)Nc2cccc(Br)c2)CCS(=O)(=O)C1 (stereo unspecified)
 : -8	-10	-11	7	4	5	5	22	1	11	1
N#CC(c1ccccn1)c1ncc(C(F)(F)F)cc1Cl (stereo unspecified)
 : -6	-5	8	20	-3	-5	13	5	-8	1	1
O=C(c1cc(COc2c(F)cccc2F)on1)N1C[C@H]2CC[C@H]1C2
 : -22	-55	-4	-18	-94	-86	-45	-86	-33	1	-96
COC(=O)c1ccc(C(=O)OC)c(NC(=O)COC(=O)C2CC2C)c1 (stereo unspecified)
 : 14	13	10	0	-12	-29	4	3	3	-5	-9
COc1ccc(C(=O)c2oc3ccc(OC)cc3c2NC(C)=O)cc1
 : 6	-21	6	-12	-9	0	1	3	2	7	-15
CCCn1cc(S(=O)(=O)c2ccc(Cl)cc2)c(=O)c2cc(OC)ccc21
 : -7	-4	-19	-4	2	-25	15	-12	-1	8	-6
CCC(CC)NC(=O)CN(c1ccccc1OC)S(=O)(=O)c1cccs1
 : -6	-6	-4	10	-8	-2	-1	-13	1	-5	4
Cc1nn(C(C)C(=O)NC2CC2)c(=O)c2nn(-c3ccccc3)c(C)c12 (stereo unspecified)
 : 16	-31	7	1	13	-5	0	-1	1	9	-22
COc1ccc2c3c([nH]c2c1)C1(NCC3)C(=O)Nc2ccccc21 (stereo unspecified)
 : -3	12	-3	-1	9	6	-4	-6	-4	4	-4
CC(C)Cn1c(SCC(=O)N2CCN(C(=O)c3ccco3)CC2)nc2ccccc2c1=O
 : -4	2	12	2	6	9	17	13	-4	3	2
Cn1c(C(=O)NC2CC2)cc2c(=O)n(C)c3ccccc3c21
 : -10	-9	-31	0	10	-22	-72	2	-2	0	-16
COc1ccc(C2=NO[C@@H]3C(=O)N(C4CCCCC4)C(=O)[C@H]23)cc1OC
 : 11	13	1	7	9	25	-7	-4	0	-3	-17
O=C(Nc1ccccc1)N1CCCN(c2nccc(C(F)(F)F)n2)CC1
 : -1	-10	-10	-5	4	1	19	-8	-5	3	-34
COC1=CC(=O)c2c(ccc3ncnc(N)c23)C1=O
 : 92*	62*	82*	100*	69*	54*	55*	72	83*	-90*	60
Cc1nnc2ccc(N3CCN(C(=O)c4ccccc4)CC3)nn12
 : -19	-3	-34	-9	-2	-3	16	5	-5	-3	2
O=C(Oc1ccc(N(Cc2cccs2)C2=NS(=O)(=O)c3ccccc32)cc1)c1ccccc1Cl
 : -1	9	7	28	10	-10	-1	2	-3	2	1
O=C1C(=C2SCCCS2)CC/C1=C\c1ccc(F)cc1
 : 84*	18	-11	104*	18	86*	19	-27	77*	-78*	8
c1ccc(-n2cnc3cc(NCc4ccccn4)ccc32)cc1
 : -3	-80	10	57*	-15	42	-17	-59	13	-6	-59
CC1CCN(C(c2nnnn2CCc2ccccc2)C(C)C)CC1 (stereo unspecified)
 : 6	-5	28	-18	6	16	9	8	5	-10	-15
COc1ccc(NC(=O)c2cccc(N3C(=O)NC4CC3(C)Oc3ccccc34)c2)cc1 (stereo unspecified)
 : -7	12	3	11	2	-18	15	-14	-7	-2	-2

The final 2 entries of the section above come first, to join the parts:
Values run as follows: TRAIL sens C8	NCOA2 inhibitor	CF NFkB inh	TWEAK Fn14 block	SRC3 inh	TROY signal inh	COUP-TFII inh	NR5A2 inv ag	EBV LMP1 NFkB	KKLEB tox	NCOA1 inh
CC1CCN(C(c2nnnn2CCc2ccccc2)C(C)C)CC1 (stereo unspecified)
 : 6	-5	28	-18	6	16	9	8	5	-10	-15
COc1ccc(NC(=O)c2cccc(N3C(=O)NC4CC3(C)Oc3ccccc34)c2)cc1 (stereo unspecified)
 : -7	12	3	11	2	-18	15	-14	-7	-2	-2
CCCCn1c(SCC(=O)N2c3ccccc3Sc3ccccc32)nc2c1c(=O)n(C)c(=O)n2C
 : 20	-17	25	21	17	6	-11	17	-6	2	-9
CC(=O)NCC(=O)N(C)C(C(=O)Nc1ccc2c(c1)OCCO2)c1ccccc1 (stereo unspecified)
 : -1	-6	-6	8	-4	-5	-24	22	0	-1	5
Cc1ccc(S(=O)(=O)N2C[C@]3(O)C[C@@H]4C(=O)N(c5ccccc5)C(=O)[C@@H]4C[C@]3(OC(=O)NCc3ccco3)C2)cc1
 : -10	-3	-2	-15	-10	10	-4	-7	6	15	9
N=c1n(CC(=O)c2ccc([N+](=O)[O-])cc2)c2ccccc2n1Cc1ccc(Cl)cc1
 : 11	1	7	2	16	3	4	-6	1	-36	-7
O=C(NC(=O)c1c(Cl)cccc1Cl)Nc1ccc(Oc2cccnc2)nc1
 : -2	-12	7	-5	22	-7	1	1	18	-4	4
Cc1nnc(SCC(=O)NCC2CCCO2)n1-c1ccccc1 (stereo unspecified)
 : 6	-9	12	-7	-5	12	8	2	-1	0	2
CC(=O)Nc1ccc(C(=O)n2nc(C)cc2C)cc1
 : -10	12	3	26	4	-13	-7	20	-3	-6	12
CCOC(=O)C1(Cc2cccc(OC)c2)CCN(Cc2cccn2-c2nccs2)CC1
 : 4	-14	5	-16	10	10	15	15	18	15	8
CCC(Sc1nc2ncccc2[nH]1)C(=O)NC1CCCC1 (stereo unspecified)
 : -8	15	-2	11	-14	-2	8	2	-2	-10	8
COc1cccc(C(C(=O)NC(C)(C)C)N(C(=O)CCC(=O)Nc2cc(C)on2)c2ccc3c(c2)OCCO3)c1OC (stereo unspecified)
 : -4	-13	12	23	2	8	1	4	15	8	18
COc1ccc(Nc2ccccc2NC(=O)c2ccccc2Br)cc1
 : -4	-6	-25	24	-5	0	-4	7	1	1	4
CCCCCC1CCC(c2n[nH]c(=S)n2C)CC1 (stereo unspecified)
 : 10	10	-5	-2	25	14	22	3	3	6	5
COc1ccc2[nH]c(=O)c(CN(CCO)S(=O)(=O)c3c(C)ccc4nsnc34)cc2c1
 : 5	17	17	-17	-10	14	-3	11	7	0	-2
COC(=O)c1cc(S(=O)(=O)NCC2CCN(CCc3cccs3)CC2)c[nH]1
 : 1	-37	1	-4	-2	1	5	3	-9	20	14
CCc1ccc2[nH]c(=O)c(CN(CCN(C)C)C(=S)NCc3ccco3)cc2c1
 : -3	-32	-18	-1	11	7	-4	5	-2	-2	5
CC(=O)Nc1cc(-c2ccc(N(C)C)cc2)cn2c(-c3ccc(F)c(Cl)c3)cnc12
 : 24	9	-7	9	-36	-3	-10	0	·	0	-34
NC(=O)C1CCN(C(=O)c2ccc(Oc3cc(Cl)cc(Cl)c3)o2)CC1
 : 5	5	-3	-13	16	7	-5	5	-6	-6	6
COc1ccc(N)c2c1C(=O)c1ccccc1C2=O
 : -8	-25	-84	-25	-35	-96	-24	-37	-14	1	-27
COc1ccc(-c2csc(N3CCN(c4cc5c(cc4Cl)nc(-c4ccncc4)n5CCOCCO)CC3)n2)cc1
 : -24	4	2	7	14	6	9	-2	5	2	-8
Cc1ccc(C(=O)Nc2nnc(CC(=O)N/N=C/c3ccc(O)c(O)c3)s2)cc1
 : -13	-14	6	4	-17	-24	-6	-4	3	-5	-6
COc1ccc(NC(=O)c2cc(C3CC3)nc3c2cnn3C(C)C)cc1OC
 : -20	-18	-37	-42	38	-17	-13	-3	-1	19	4
COC(=O)c1c(NC(=O)c2ccccc2)sc(Cc2ccccc2)c1C
 : -1	-4	0	2	2	-16	1	-14	5	-9	-18
O=C(CSc1ccccc1)Nc1ccc(N2CCOCC2)c(F)c1
 : 7	-68	22	1	-67	-38	-29	-72	-28	-32	-64
C=CCn1c(COc2ccccc2F)nnc1SCC(=O)NC(=O)NCc1ccco1
 : -2	0	-9	19	8	-2	-4	-12	2	3	5
Cn1c(/C(C#N)=C/c2cccc(O)c2)nc2ccccc21
 : 2	-43	-4	12	-37	-66	3	1	-4	4	-22
O=C(NCCc1cn2ccccc2n1)c1cc(COc2ccc3ncccc3c2)on1
 : 18	2	45	66*	33	41	64*	17	12	-11	15
